thrombin 1536: human alpha-thrombin inhibitors, primary screen, counter-screen for coagulation protease inhibitor project, biochemical, 1536-well, fluorogenic AMC substrate; Boc-VPR-AMC fluorogenic substrate cleavage; hit rate 0.26% among 220,000; inhibition, % at 5 µM; Prothrombin (Homo sapiens), P00734;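 active = inhibition at or above 40%; inactive = inhibition below 40%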;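 note: 0% = enzyme with no compound and 100% = wells without enzyme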
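signal = AMC fluorescence, 355/460 nm | material = human alpha-thrombin enzyme | control set = enzyme without compound as high, wells lacking enzyme as low | times = reaction at room temperature | read-out basis = percent inhibition scaled between no-compound controls and no-enzyme blanks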
EBV gp42 inh: Epstein-Barr virus gp42 inhibitors, primary screen, biochemical, uHTS, fluorescence polarization. Glycoprotein 42 (Epstein-Barr virus (strain AG876)), Q1HVG2. Fluorescence polarization binding assay, mP read-out. inhibition, % (tested at 21.74 µM). hit rate 0.42% among 220,000. AID 1085, 2008; in the data active = inhibition above about 50%
Target sequence (Q1HVG2 whole entry, looked up): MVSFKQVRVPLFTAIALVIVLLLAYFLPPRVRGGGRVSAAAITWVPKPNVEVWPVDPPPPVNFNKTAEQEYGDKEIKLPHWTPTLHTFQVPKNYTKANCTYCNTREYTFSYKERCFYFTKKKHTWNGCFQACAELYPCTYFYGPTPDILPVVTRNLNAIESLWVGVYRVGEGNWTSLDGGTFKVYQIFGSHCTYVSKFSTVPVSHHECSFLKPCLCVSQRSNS
eIF4E 4G PPI: eIF4E–eIF4G protein interaction inhibitors, primary screen, biochemical, uHTS, TR-FRET, eIF4GI fragment; Eukaryotic translation initiation factor 4E (Mus musculus) + Eukaryotic translation …; TR-FRET eIF4E-eIF4GI(517-606) binding, 2 h; inhibition, % at 21.7 µM; hit rate 0.37% among 220,000;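 note: 0% = full FRET control wells and 100% = background wells lacking eIF4GI fragment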
Rad51 HR inh: human RAD51 strand exchange inhibitors, primary screen, biochemical, fluorescence. hit rate 0.085% among 200,000. hRad51 DNA strand exchange, fluorescence dequenching. inhibition, % at 10 µM;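 active = inhibition above 40% at the single screening dose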;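 note: 0% = DMSO control wells and 100% = blanks with heterologous ssDNA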
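Material: human Rad51–ssDNA filaments; Probe or stimulus: labelled 47-mer dsDNA for strand exchange; Doses: single 10 µM dose; Incubation: 37 °C 15-min filament assembly, 30-min compound preincubation, 15-min exchange; Technique: FRET fluorescence dequenching, excitation 485 nm, emission 520 nm; Measure: Fluorescence-based percent inhibition, control- and blank-normalised; Benchmarks: plate control and blank wells.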
p47phox inh: p47phox/p22phox peptide binding inhibitors, primary screen, biochemical, uHTS, NADPH oxidase regulatory subunit; Neutrophil cytosol factor 1 (Homo sapiens), P14598; AID 1274, 2008; fluorescence polarization, 2 h; inhibition, % at 24.7 µM; hit rate 0.53% among 220,000;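 note: 0% = p47phox with labelled peptide and 100% = labelled peptide alone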
Cl transport mod: KCC2 cotransporter modulators, thallium flux, primary screen, cell-based, HEK293 KCC2, FluoZin-2 fluorescence, MLSMR. KCC2 cells, thallium flux FluoZin-2 fluorescence. B-score of Tl+ flux slope (higher = more flux/activation; lower = inhibition) at 10 µM. hit rate 2.2% among 190,000. AID 1456, 2008;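 active = thallium flux slope and its plate-corrected score both differing from the plate sample mean at a set confidence after two filtering rounds, in either direction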;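 note: slope of fluorescence scaled to starting intensity during 10 to 20 s after thallium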
KLK5 inh: human KLK5 protease inhibitors, primary screen, biochemical, 1536-well; Kallikrein-5 (Homo sapiens), Q9Y337; recombinant hK5, fluorogenic AMC substrate cleavage; inhibition, % at 5 µM; hit rate 0.59% among 210,000;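 active = inhibition of 40% or more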;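 note: 0% = enzyme controls without compound and 100% = no-enzyme blanks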
14-3-3 Bad inh: inhibitors of 14-3-3 zeta/Bad binding, primary screen, biochemical, TR-FRET, bovine 14-3-3 zeta. 14-3-3 protein zeta/delta (Bos taurus), P63103. inhibition, % at 21.7 µM. TR-FRET 14-3-3zeta/Dy647-pBad peptide displacement, 1 h. hit rate 0.71% among 220,000. AID 781, 2007;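 active = inhibition above about 70%, limit read from the data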;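 note: 0% = full 14-3-3 plus peptide FRET controls and 100% = background without 14-3-3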
Furin inh: human furin inhibitors, primary screen, biochemical, fluorescence intensity; P09958; purified furin, fluorogenic substrate cleavage; inhibition, % at 30 µM; hit rate 0.061% among 220,000; in the data active = inhibition above about 25%; note: inactives centre near -15
Target sequence (P09958 108-714 limits assumed): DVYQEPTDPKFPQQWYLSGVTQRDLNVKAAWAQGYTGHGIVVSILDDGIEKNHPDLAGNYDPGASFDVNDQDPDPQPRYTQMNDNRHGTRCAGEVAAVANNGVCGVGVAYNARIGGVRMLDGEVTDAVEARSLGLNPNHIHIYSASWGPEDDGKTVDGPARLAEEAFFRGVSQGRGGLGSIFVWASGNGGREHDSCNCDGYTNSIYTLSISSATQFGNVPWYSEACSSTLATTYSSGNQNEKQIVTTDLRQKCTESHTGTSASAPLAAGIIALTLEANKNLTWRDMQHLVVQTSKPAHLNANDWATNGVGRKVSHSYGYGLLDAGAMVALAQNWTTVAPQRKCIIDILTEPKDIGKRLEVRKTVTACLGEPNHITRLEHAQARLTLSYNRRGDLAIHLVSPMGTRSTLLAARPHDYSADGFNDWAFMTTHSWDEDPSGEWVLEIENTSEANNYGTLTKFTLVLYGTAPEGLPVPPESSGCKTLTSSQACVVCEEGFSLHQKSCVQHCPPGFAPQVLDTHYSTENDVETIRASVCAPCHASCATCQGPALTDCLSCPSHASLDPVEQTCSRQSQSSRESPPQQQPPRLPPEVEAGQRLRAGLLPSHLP
The depositor's hits bear a star; i = inactive; . = not tested or not shown; [ ] = another dose, or the depositor's remark.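 Rule for the calls, unless noted: active = inhibition above about 30% (limit read from the data); inactive = the rest.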

Sample of the layout, eleven compounds:
canonical_smiles	thrombin 1536	EBV gp42 inh	eIF4E 4G PPI	Rad51 HR inh	p47phox inh	Cl transport mod	KLK5 inh	14-3-3 Bad inh	Furin inh
O=[N+]([O-])c1ccc(Sc2ccc(Cl)c(Cl)c2)nc1	1	-9	6	0	4	.	-1	-2	-5[20 µM]
COC(=O)/C=C1\SC(=Nc2ccc(OC)cc2)NC1=O	-2	-1	-3	6	-7	0.36	-2	-13	-23
O=C(CCc1nnc(CCCCc2ccccc2)o1)N1CCC(N2CCCC2)CC1	-2	-13	-1	8	-7	.	-2	-6	-16
CSc1nc2cc(Oc3cccc(Cl)c3Cl)c(Cl)cc2[nH]1	.	-5	10	0	-18	1.5	.	3	.
COc1ccc(S(=O)(=O)NCCc2nnc3ccc(SCc4cccnc4)nn23)cc1	8	-11	3	.	.	-0.024	.	3	-18
O=C(O)c1cccc(NCc2cccnc2)c1	3	-21	-3[fluorescence artefact?]	0	0	-0.75	-8	-4	-12[20 µM]
Cc1nn(C)cc1C=NCCOCc1ccccc1	2	8	-5	-5	1	0.43	-14	7[fluorescence artefact?]	-22[20 µM]
O=C(CCCO)c1ccc2c(c1)OCCO2	4	-9	1[fluorescence artefact?]	2	-11	0.092	3	-5	-17[20 µM]
CCN1CCN(c2nc3c(c(=O)[nH]c(=O)n3C)n2CCCSc2ncccn2)CC1	2	-9	-7	-6	-11	-0.059	14	1	-18
COc1ccc(CCNC(=O)c2csc3c2CCCC3)cc1OC	-1	1	0	.	0	-1	-3	-8	-14
Cc1ccccc1N1C(=O)CC(N2CCC(C(N)=O)CC2)C1=O (stereo not drawn)	-6	0	-8	-7	-8	-0.022	-4	-10	-9[20 µM]

The listing, from the start:
canonical_smiles	thrombin 1536	EBV gp42 inh	eIF4E 4G PPI	Rad51 HR inh	p47phox inh	Cl transport mod	KLK5 inh	14-3-3 Bad inh	Furin inh
O=[N+]([O-])c1ccc(Sc2ccc(Cl)c(Cl)c2)nc1	1	-9	6	0	4	.	-1	-2	-5[20 µM]
COC(=O)/C=C1\SC(=Nc2ccc(OC)cc2)NC1=O	-2	-1	-3	6	-7	0.36	-2	-13	-23
O=C(CCc1nnc(CCCCc2ccccc2)o1)N1CCC(N2CCCC2)CC1	-2	-13	-1	8	-7	.	-2	-6	-16
CSc1nc2cc(Oc3cccc(Cl)c3Cl)c(Cl)cc2[nH]1	.	-5	10	0	-18	1.5	.	3	.
COc1ccc(S(=O)(=O)NCCc2nnc3ccc(SCc4cccnc4)nn23)cc1	8	-11	3	.	.	-0.024	.	3	-18
O=C(O)c1cccc(NCc2cccnc2)c1	3	-21	-3[fluorescence artefact?]	0	0	-0.75	-8	-4	-12[20 µM]
Cc1nn(C)cc1C=NCCOCc1ccccc1	2	8	-5	-5	1	0.43	-14	7[fluorescence artefact?]	-22[20 µM]
O=C(CCCO)c1ccc2c(c1)OCCO2	4	-9	1[fluorescence artefact?]	2	-11	0.092	3	-5	-17[20 µM]
CCN1CCN(c2nc3c(c(=O)[nH]c(=O)n3C)n2CCCSc2ncccn2)CC1	2	-9	-7	-6	-11	-0.059	14	1	-18
COc1ccc(CCNC(=O)c2csc3c2CCCC3)cc1OC	-1	1	0	.	0	-1	-3	-8	-14
Cc1ccccc1N1C(=O)CC(N2CCC(C(N)=O)CC2)C1=O (stereo not drawn)	-6	0	-8	-7	-8	-0.022	-4	-10	-9[20 µM]
COc1ccc(CNc2nc3c(c(=O)n(Cc4ccc(Br)cc4)c(=O)n3C)n2C)cc1	-1	-7	-2	-6	-22	-0.034	-5	-7[fluorescence artefact?]	-35
O=C1Nc2ccc(S(=O)(=O)N3CCCCCC3)c3cccc1c23	-9	-15	-2	13	-11	0.1	-41	-6	-21
COc1ccccc1NC(=O)/C(=C/c1cccc([N+](=O)[O-])c1)c1ccccc1	3	-6	3	6	-3	-1.3	-19	0[fluorescence artefact?]	3
O=C(NCc1ccc(Cl)cc1)c1ccc2nc[nH]c2c1	0	-26	-3	-2	-16	0.014	-15	7	-4
CCN1CCN(CCOc2cccc(Cl)c2Cl)CC1	0	-16	1	1	3	1.8	13	55	-14
C=CCc1c(C)nc(SC)nc1Nc1ccccc1	0	-1	-2	10	-24	0.23	-11	-5	-12[20 µM]
Cc1cc(C(=S)N2CCOCC2)c(C)n1-c1ccc(Cl)cc1	-11	-10	2	3	5	0.21	-6	5	-11
N#CC(C#N)=C1C=C2C=C(N3CCCCCC3)CCC2CC1 (stereo not drawn)	2	-91	17[fluorescence artefact?]	i	-255	i	-3	-9	9
Cc1cc(C)n(-c2nc3ccccc3nc2N2CCN(S(=O)(=O)c3ccc(F)c(C)c3)CC2)n1	0	8	1	-2	-10	.	6	-6	-23
CCOP(=O)(OCC)/C(C#N)=C/c1c[nH]c2ccccc12	3	-11	2	1	-15	-2.1	-1	-2	0
O=C(Nc1ccc(OC(=O)c2cccs2)cc1)c1ccco1	-7	-1	4	-6	-11	-0.02	-10	-4	-11[20 µM]
CC(C)CNC(=O)c1c(F)c(F)c(F)c(F)c1F	-13	-19	-1	-7	-1	0.65	-2	-1	-21
CCCCSc1nnc(CCCCCNC(=O)OC(C)(C)C)o1	-5	0	0	-5	-7	.	21	3	-26
C=CCn1cc(C(=O)NCc2ccc3c(c2)OCO3)c(=O)c2cc(S(=O)(=O)N(CC)CC)ccc21	42*	-2	-1[fluorescence artefact?]	.	-9	0.083	-5	-2	-17
COCC(C)n1c(C)cc(C(=O)Cn2nc(C(=O)O)c3ccccc3c2=O)c1C (stereo not drawn)	-13	-3	-1	0	9	-1.1	-1	12	-15
COc1ccccc1-c1nnc2sc(COc3ccc(F)cc3)nn12	-1	-5	.	.	0	-3.9*	-2	.	-16
Cc1ccc(N(CC(=O)Nc2ccc(-c3nc4ccc(C)cc4s3)cc2)S(C)(=O)=O)cc1	-1	-25	-17	-1	-19	.	-20	-3	-9[20 µM]
COCCNC(=O)C(c1cccc(OC)c1)N(C(=O)Cn1nnc2ccccc21)c1cccnc1 (stereo not drawn)	-2	4	-1	1	-8	-1.4	-6	8	-17
CCn1c(C(C)NC(=O)Cc2ccccc2)nc2ccccc21 (stereo not drawn)	8	4	-1[fluorescence artefact?]	1	-10	.	9	2[fluorescence artefact?]	-21
CCS(=O)(=O)c1ccc2oc(Nc3ccccc3Br)nc2c1	0	-11	0	-4	-5	-1.7	24	-5	-5
Cn1ncc(Cl)c(Oc2ccc(Cl)cc2)c1=O	1	-6	2[fluorescence artefact?]	16	-2	0.35	-5	-2	-16
[O-][n+]1cccc2c(Br)cc(Br)c(O)c21	-10	-18	-4	3	2	29*	-8	-23	-17
CC(C)Oc1ccc(C(=O)NCC(=O)O)cc1	-7	-21	0	7	-6	0.81	-4	3	-13
Cc1ccc(C(=O)C2C(c3cccs3)NC(=O)NC2(O)C(F)(F)F)cc1 (stereo not drawn)	2	-6	6	-2	1	0.46	5	-6	-22[20 µM]
COc1cccc(C2NC(=O)NC(C)=C2C(=O)Nc2cccc(C)c2C)c1 (stereo not drawn)	-3	-1	-3	-6	-5	0.53	-6	5	-11
Cc1nc2ccc(NC(=O)c3nn(C(C)C)c(=O)c4ccccc34)cc2s1	-5	-34	-1[fluorescence artefact?]	-8	-9	0.92	-2	-6	-13
CC(CCc1ccccc1)NC(=O)COC(=O)c1cccc2ccccc12 (stereo not drawn)	-2	-8	-1[fluorescence artefact?]	19	-7	-3.5	-8	8	-27
COc1ccc2nc(-c3ccco3)c(-c3ccco3)nc2c1	-18	37	27[fluorescence artefact?]	5	0	0.39	-3	29[fluorescence artefact?]	-15[20 µM]
CCN(CC)c1ccc(/C=N/OCC(=O)N2CCCc3ccccc32)cc1	27	10	-2	-3	3	0.057	3	-8	-12
CCCCCCNC(=O)C(C#N)c1nc2ccccc2nc1N1CCCC1 (stereo not drawn)	-6	-23	-1	-131	-60	i	10	8	10
O=[N+]([O-])c1ccc(CSc2nnc(SCc3ccccc3)s2)cc1	-1	-21	1	7	-8	-5.4*	-6	-1	0
O=c1c2ccccc2nc2n1C(CSc1ccc(Cl)cc1)CN2 (stereo not drawn)	3	-5	5	9	-8	.	-7	-7	-6
COc1ccc(O)c(-c2cc(-c3cccs3)[nH]n2)c1	-4	7	0	0	-21	-0.34	3	-7	-7
CCOC(=O)C1=NN(c2ccc(OC)cc2)C(c2ccccc2)CC1=O (stereo not drawn)	-1	-16	2[fluorescence artefact?]	0	-5	-0.63	-8	-12	-11[20 µM]
O=C(c1ccc(COc2ccccc2[N+](=O)[O-])o1)N1CCCCC1	1	-6	1	2	-4	-1.4	4	-1	-9[20 µM]
CCC(=O)Nc1cccc(NC(=O)c2cc3ccccc3o2)c1	-1	-2	5	.	-10	.	3	9[fluorescence artefact?]	-1

Some of the entries so far, with values under each structure:
Each structure is followed by: thrombin 1536	EBV gp42 inh	eIF4E 4G PPI	Rad51 HR inh	p47phox inh	Cl transport mod	KLK5 inh	14-3-3 Bad inh	Furin inh
COc1ccc(O)c(-c2cc(-c3cccs3)[nH]n2)c1
 : -4	7	0	0	-21	-0.34	3	-7	-7
CCOC(=O)C1=NN(c2ccc(OC)cc2)C(c2ccccc2)CC1=O (stereo not drawn)
 : -1	-16	2[fluorescence artefact?]	0	-5	-0.63	-8	-12	-11[20 µM]

Source: PubChem BioAssay (several laboratories)
